High-throughput results from PubChem.
RAD54 branch – inhibitors of human RAD54 branch migration | RAD54 Holliday junction branch migration, FAM/BHQ fluorescence | inhibition, % at 10.4 µM | 360,000 tested, 0.14% active;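 active = mean normalized replicate activity at least 40 and at least half of replicates scoring 40 or more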;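 also: 0% = median of neutral control wells and 100% = median of positive control wells; inhibitors cause a drop in the FAM fluorescence signal; in these data hits start at about 50%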
Target sequence (Q92698 whole entry, looked up): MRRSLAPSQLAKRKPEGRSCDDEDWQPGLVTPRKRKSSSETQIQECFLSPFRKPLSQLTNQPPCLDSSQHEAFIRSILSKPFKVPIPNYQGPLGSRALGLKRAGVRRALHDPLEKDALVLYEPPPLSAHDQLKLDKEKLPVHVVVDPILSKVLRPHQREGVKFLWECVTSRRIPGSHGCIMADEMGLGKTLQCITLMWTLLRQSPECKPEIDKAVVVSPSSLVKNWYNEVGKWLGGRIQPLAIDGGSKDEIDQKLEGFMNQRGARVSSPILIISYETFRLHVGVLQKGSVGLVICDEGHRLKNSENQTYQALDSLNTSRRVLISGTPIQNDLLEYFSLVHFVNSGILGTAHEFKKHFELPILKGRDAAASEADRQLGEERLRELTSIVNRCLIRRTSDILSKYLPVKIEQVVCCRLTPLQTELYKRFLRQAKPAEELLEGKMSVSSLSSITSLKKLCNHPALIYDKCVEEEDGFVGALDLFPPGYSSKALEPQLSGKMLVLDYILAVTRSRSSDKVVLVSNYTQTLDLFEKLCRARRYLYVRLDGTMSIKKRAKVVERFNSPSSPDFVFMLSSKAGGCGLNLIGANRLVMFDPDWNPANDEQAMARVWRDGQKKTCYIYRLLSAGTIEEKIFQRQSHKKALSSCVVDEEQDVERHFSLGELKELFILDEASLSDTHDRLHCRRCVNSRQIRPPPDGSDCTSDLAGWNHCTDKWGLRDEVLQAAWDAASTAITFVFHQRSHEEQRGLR
* hit, by the source's call; & = joins results of further samples. The list is partial, so the mix of outcomes need not match the whole.

SMILES | RAD54 branch
O=C(NC1=NCCS1)C1Cc2ccccc2CN1C(=O)c1ccccc1 (configuration not stated) | -11.2
CCN(CC)C(=O)CSc1nc2cccnc2n1-c1ccccc1OC | 2.3
CCSc1nc(C)cc(Oc2ccc(=O)n(C)n2)n1 | 9.8
Cc1ccc2c(CC(=O)OCc3cc(=O)n4c(n3)sc3ccccc34)coc2c1 | 2.0
Oc1ccccc1C1=Nc2ccccc2N=C(c2ccco2)C1 | 6.6
CC(=O)N1CCN(c2ccccc2NC(=O)COc2ccc(Cl)cc2Cl)CC1 | 0.5
CCn1nnnc1SCC(=O)N(C1CCCCC1)C1CCCCC1 | -5.2
OC(CCN1CCOCC1)(c1ccc(Cl)cc1)C1CCCCC1 (configuration not stated) | -1.0
O=C(CN1CCOCC1)N1CCN(S(=O)(=O)c2ccccc2)C1c1ccccc1 (configuration not stated) | 0.0
CCOc1ccccc1N(CC(=O)N1CCOCC1)S(=O)(=O)c1ccc(SC)cc1 | 2.1
CCc1cc(=O)oc2cc(OC(C)C(=O)O)c(Cl)cc12 (configuration not stated) | -13.8
CCSc1oc(-c2ccco2)nc1S(=O)(=O)c1ccccc1 | -5.0
O=C(CN(Cc1ccccc1F)C(=O)c1ccco1)NCc1ccc(F)cc1 | -4.9
CC(=O)OCc1cc2cc(C)ccc2[nH]c1=O | 4.1
Cn1c(=N)n(CC(O)c2cccc3ccccc23)c2ccccc21 (configuration not stated) | -2.1
Cc1ccc(OCCNC(=O)C2CC(=O)N(c3ccc(C)cc3)C2)cc1 (configuration not stated) | -5.5
COc1ccc(CNc2nc(NCc3ccc(OC)cc3)n(S(C)(=O)=O)n2)cc1 | 8.1
CCC(C)Sc1ccc(-c2nc3ccccn3c2NCc2ccccc2)cc1OC (configuration not stated) | -18.2
CCCc1nc2n[nH]c(N)c2c2c1CCC2 | 7.3
CCC(C)(C)c1ccc(OCCN2C(=O)NC(C)(C)C2=O)cc1 | -11.8
Cc1ccccc1CSCC(=O)NC1CCCC1 | 6.3
O=C(CCN1CCc2ccccc2C1)Nc1ccc(F)cc1 | 1.8
CCOc1ccc(N2C(=O)CSC2c2ccncc2)cc1 (configuration not stated) | 9.1
Nc1nonc1-n1nncc1-c1ccccc1 | 2.2
CCc1cc2c(NCCN3CCCCC3)ncnc2s1 | -7.2
COc1cccc(-n2c(SCC(N)=O)nnc2-c2ccncc2)c1 | -6.9
Clc1ccc(Cl)c(-c2nn3c(Cn4cnc5ccccc54)nnc3s2)c1 | -0.2
Oc1ccccc1/C=N/NC1=NCCCCC1 | -8.3
C=C(C)COc1ccc(-c2n[nH]c(C)c2-c2ccc(Br)cc2)c(O)c1 | 2.2
COc1ccc(NC(=O)C23CCC(C2)C(C)(C)C3=O)cc1 (configuration not stated) | 6.0
Cc1nc2nc3c(cn2n1)C(=O)CC(c1ccccc1)C3 (configuration not stated) | -9.5
C=CCSc1nnc2c(n1)OC(c1c(C)[nH]n(-c3ccccc3)c1=O)Nc1ccccc1-2 (configuration not stated) | -5.5
Cc1ccc(CC(=O)NCc2ccc3c(c2)OCO3)cc1 | -0.4
COc1ccc(-c2ccnc3nc(N4CCN(c5ccccc5)CC4)nn23)cc1 | -1.0
Nc1c2c(=O)oc(-c3ccccc3)cc2nn1-c1ccccc1 | -5.0
C=CCNC(=O)CN(c1ccccc1OCC)S(=O)(=O)c1ccc(C)cc1 | 7.1
CC(/C=C/c1ccc(O)cc1)=N/O | -4.2
CCOC(=O)c1ccc2c(c1)nc(COc1ccc(OC)cc1)n2CC | -3.2
Cc1ccc(Cn2ccc(NC(=O)CCSc3nc(-c4ccco4)cc(C(F)(F)F)n3)n2)cc1 | 1.5
CCOc1ccc(OCC)c(NC(=O)CSc2nc3ccccc3c(=O)n2C)c1 | -8.3
C=CCNC(=O)C(C)Sc1ccc(Cl)cc1 (configuration not stated) | -11.0
CN(C)C(=O)CSc1nc2ccccc2c(=O)[nH]1 | 4.4
O=C(CSc1nnc(-c2ccco2)n1CC1CCCO1)c1ccccc1 (configuration not stated) | 5.3
O=C1c2ccccc2C(=O)N1c1ccccc1S(=O)C(F)(F)F (configuration not stated) | -4.8
Cc1ccccc1CN1CCN(C(=O)c2cccc(F)c2)CC1 | 1.1
COc1cccc(/C=C2/CN(C)CC3=C2OC(N)=C(C#N)C3c2cccc(OC)c2)c1 (configuration not stated) | -12.0
COc1ccc(OCC(O)Cn2c(=N)n(CCN3CCCCC3)c3ccccc32)cc1 (configuration not stated) | 7.6
CC(C)(C)n1nnnc1C(c1ccccc1)N1CCc2ccccc2C1 (configuration not stated) | -1.4
Cc1cc(-n2ccc(=O)[nH]c2=O)nc(-c2ccccc2)n1 | 1.7
O=C(Cc1ccc(F)cc1)Nc1ccc(F)c([N+](=O)[O-])c1 | 2.8
CCCOC(=O)c1c(NC(=O)CSc2nc(-c3ccco3)cc(C(F)(F)F)n2)sc(C(=O)OC)c1C | 1.7
CC1CCCCN1CCNC(=O)C1CC(=O)N(c2ccc(F)c(Cl)c2)C1 (configuration not stated) | -10.5
O=C(NCCCCO)C(F)(F)C(F)(F)C(F)(F)C(=O)NCCCCO | 4.3
Cc1c(N=Cc2ccncc2)c(=O)n(-c2ccccc2)n1C | 12.3
Cc1ccccc1OCC(=O)NCCN(C)C | -0.9
COCc1[nH]nc2c1C1(CCSCC1)C(C#N)=C(N)O2 | -8.9
Cc1cccc(-n2ncc3c(NCc4ccc5c(c4)OCO5)ncnc32)c1 | 2.4
CCN(CC)S(=O)(=O)c1ccc(-c2nnc(SCC(=O)c3ccc(OC)cc3)o2)cc1 | -7.3
CCCC(c1nnnn1Cc1ccco1)N1CCN(C2CCCC2)CC1 (configuration not stated) | 2.0
COc1ccc(CCNC(=O)C2CCCN(S(=O)(=O)c3cccc4nonc34)C2)cc1OC (configuration not stated) | -2.9

(cont.)
SMILES | RAD54 branch
Cc1csc(NC(=O)CSc2nnc(-c3ccoc3C)n2Cc2ccco2)n1 | -5.3
CCOC(=O)C1CCN(c2nc3ccccc3nc2C(C#N)C(=O)OC(C)COC)CC1 (configuration not stated) | -12.3
Cc1nnc(SCC(N)=O)n1CCc1ccccc1 | -2.0
COc1ccc(-c2cnn(C3CCS(=O)(=O)C3)c2N)cc1 (configuration not stated) | 4.5
Cc1ccc2c(c1)[nH]c1c(=O)n(CCCN3CCOCC3)cnc12 | 2.3
Cc1ccc(S(=O)(=O)N2CCOCC2)cc1NC(=O)Cn1ccsc1=N | -10.1
CC1(C)CC(=O)C(C(=O)CCCCC(=O)C2C(=O)CC(C)(C)CC2=O)C(=O)C1 | 8.9&-15.4
CC[n+]1ccc(C)c2cc(S(=O)C(F)(F)F)ccc21 (configuration not stated) | -5.0
O=C(CSc1ncn(-c2ccccc2)n1)c1cccs1 | 2.2
CN(C)c1ccc(C(=S)N2CCN(c3ccccc3)CC2)cc1 | -2.3
COc1cc(C)c(S(=O)(=O)N2CCN(C)CC2)cc1C | -5.5
Cc1occc1-c1nnc(SCC(=O)N2CCc3ccccc32)o1 | -13.5
O=C(CCCC(=O)N(c1ccc2c(c1)OCCO2)C(C(=O)NC1CCCCC1)c1ccc(F)cc1)Nc1ccccn1 (configuration not stated) | 1.3
CC(CNS(=O)(=O)c1cc(Cl)ccc1Cl)CN(C)C (configuration not stated) | -3.3
COCCn1nnnc1SCC(=O)c1ccc(F)cc1 | 17.4
Cc1ccc(OCCCn2cc(C#N)c3ccccc32)cc1 | -7.3
CCOC(=O)CC(=O)CSc1nc2cc(C)ccc2cc1C | 7.2
CN=C(Nc1ccc2c(c1)OCO2)SC1CC(=O)N(c2ccccc2)C1=O (configuration not stated) | 2.5
CCNC(=S)NNC(=O)c1csc(CC)c1 | 5.5
COc1ccc(S(=O)(=O)N2CCCC(C(=O)Nc3cccnc3)C2)cc1Cl (configuration not stated) | -2.8
COc1ccc(C(=O)/C=C/N(C)C)cc1OC | 0.9
COc1ccccc1CC(NC(C)=O)C(=O)N1CCN(C(=O)c2cccs2)CC1 (configuration not stated) | -3.2
CC(C)C(=O)Nc1cccc(-c2nc3ccccc3c(=O)o2)c1 | -7.4
Cc1ccc2c(c1)nnn2C1CCN(S(=O)(=O)c2cccc(S(=O)(=O)N(C)C)c2)CC1 | 8.2
Cn1c(=O)n(CCOc2ccccc2Cl)c2ccccc21 | -13.7
Cc1ccc(OCC(=O)Nc2oc(-c3ccccc3)c(-c3ccccc3)c2C#N)cc1 | -2.2
O=C(c1cc2n(n1)C(C(F)(F)F)CC(c1ccco1)N2)N1CCc2ccccc2C1 (configuration not stated) | -7.9
COC(=O)Cc1cc(=O)n2[nH]c(C(F)(F)F)nc2n1 | -1.9
CCOC(=O)C1(C)NC(c2ccco2)C2C(=O)N(c3ccc(C)cc3)C(=O)C21 (configuration not stated) | -6.3
COc1ccc(-c2csc(NC(=O)CSc3nc(C)cs3)n2)cc1 | 8.1

An excerpt of these results, as labelled records.
> COC(=O)Cc1cc(=O)n2[nH]c(C(F)(F)F)nc2n1
  RAD54 branch = -1.9

> Cc1ccc(OCC(=O)Nc2oc(-c3ccccc3)c(-c3ccccc3)c2C#N)cc1
  RAD54 branch = -2.2

> CCOC(=O)C1(C)NC(c2ccco2)C2C(=O)N(c3ccc(C)cc3)C(=O)C21 (configuration not stated)
  RAD54 branch = -6.3

Later entries:
SMILES | RAD54 branch
Clc1ccc(COc2ccccn2)c(Cl)c1 | 5.8
COc1ccc(CNC(C)C2COc3ccccc3O2)c(OC)c1 (configuration not stated) | -8.3
CCCc1c(-c2ccc(O)cc2)nn(-c2ccc(O)cc2)c1-c1ccc(O)cc1 | -0.3
COc1ccccc1NC(=O)CSc1nc2ccccc2n1C(C)=O | 12.4
O=C(COc1ncnc2ccc(Br)cc12)N1CCOCC1 | -2.4
Cc1ccc(-n2c(N)c(C#N)c(-c3ccccc3)c(C#N)c2=O)cc1 | -4.6
Cc1ccc2[nH]c3c(=O)n(Cc4ccccn4)cnc3c2c1 | -4.8
Cc1cc2ccccc2c(=O)n1CC(=O)NCC(=O)N1CCN(c2ccccc2)CC1 | -12.6
Cc1nnc(SC2CC(=O)N(c3ccccc3)C2=O)s1 (configuration not stated) | -5.5
CC(C)C(=O)Nc1ccc(N2CCN(S(C)(=O)=O)CC2)cc1 | -3.0
Cc1cc(NC(=O)CN2CCN(S(=O)(=O)c3ccc(Cl)cc3)CC2)no1 | 1.6
CN1C(=O)N(C)C2C1NC(=O)N2C (configuration not stated) | -8.1
Cc1cc(NC(=O)c2ccco2)ccc1NC(=O)Cc1cccs1 | 1.0
CCOC(=O)Cc1cc(OC)c(OC)cc1Cc1cc(OC)c(OC)cc1CC(=O)OCC | 11.7
Cc1csc(=NC(=O)c2ccccc2)n1CCO | 8.2
CC(CN1CCCCC1)OC(=O)Cc1ccc(Cl)cc1 (configuration not stated) | -14.1
COc1cc(NC(=S)NC(=O)c2cc(C)cc(C)c2)ccc1NC(=O)c1cccs1 | 2.4
CCCCN(CCCNC(=O)C1CCN(S(=O)(=O)N2CCOCC2)CC1)Cc1ccccc1 | -0.2
Cc1noc(C)c1C(=O)Nc1ccc(F)c(F)c1 | 1.3
Cc1ccc(CN2CCN(/N=C/c3cc([N+](=O)[O-])ccc3Cl)CC2)cc1 | 6.1
O=C1CCCC2=C1C(O)(C(F)(F)F)C(=O)N2Cc1ccccc1 (configuration not stated) | 2.2
CCN(CC)c1cc2nc(C)n(Cc3ccccc3)c(=O)c2cc1NC(=O)C1CC1 | -4.7
CC1=Nc2ccccc2/C1=C/c1c(C)[nH]c2ccccc12 | 0.3
Cc1ccc(-c2ccc(/C=C3\C(=O)ON=C3c3ccccc3)o2)c([N+](=O)[O-])c1 | 0.0
COCCCNS(=O)(=O)c1ccc(Oc2ncc(C(F)(F)F)cc2Cl)cc1 | -10.3
COc1ccc(CSc2nnnn2C)cc1F | -7.0
CCOCC(=O)Nc1ccc(F)c(F)c1 | -4.4
Cc1ccc(C)c(N2C(=O)CN=C2Nc2ccccc2Cl)c1 | -2.9
COc1ccc(/C=N\NS(=O)(=O)c2ccc(C)cc2)cc1COc1ccccc1[N+](=O)[O-] | 3.8
COc1cc(C(=O)Nc2cccc3ncccc23)cc(OC)c1OC | -8.8

2 entries from above, as labelled records:
SMILES: Cc1ccc(-c2ccc(/C=C3\C(=O)ON=C3c3ccccc3)o2)c([N+](=O)[O-])c1
  RAD54 branch: 0.0
SMILES: COCCCNS(=O)(=O)c1ccc(Oc2ncc(C(F)(F)F)cc2Cl)cc1
  RAD54 branch: -10.3

Further compounds
SMILES | RAD54 branch
O=C(Nc1ccccc1O)c1ccccc1O | -4.4
Cc1cc(NC(=O)c2cccc(F)c2)ncc1NC(=O)c1ccco1 | 1.4
COC(=O)C1=C(C(=O)OC)[C@@H]2N(C)c3ccccc3[C@@]23C[C@@H](C(=O)OC)N(C(=O)COCc2ccccc2)C3=N1 | 4.1
CCn1c(SCC(=O)Nc2ccc(NC(C)=O)cc2)nnc1C1CC1 | -21.2
O=C1CC(c2ccc3c(c2)OCO3)C2=C(CCCC2=O)N1 (configuration not stated) | -0.6
CCC(C)c1ccc(NC(=O)C2CCCN(c3ncccn3)C2)cc1 (configuration not stated) | 1.4
CCn1c2ccccc2c2cc(NC(=O)CSc3nnc(-c4cccc(Cl)c4)o3)ccc21 | -3.1
CN(C)CCn1c(NC(=O)c2ccc(Cl)cc2)nc2ccccc21 | 1.2
c1ccc(OCCCc2nc(-c3cccnc3)no2)cc1 | -5.8
COc1cc(C(=O)Nc2oc(-c3ccccc3)c(-c3ccccc3)c2C#N)cc(OC)c1OC | 3.3
Cc1ccc(S(=O)(=O)n2nc(OC(=O)C(C)(C)C)cc2N)cc1 | -4.9
Cc1c[nH]c2cccc(OCC(O)CNC(C)(C)C)c12 (configuration not stated) | 30.0
CCOC(=O)CCSc1nc(C)c2ccccc2n1 | -4.1
O=C(NCc1ccco1)C1(S(=O)(=O)c2ccc(Cl)cc2)CC1 | 8.8
